ROS inducer: ROS inducers in U2OS cancer cells, primary screen, cell-based, H2DCF-DA fluorescence; ROS induction (% of piperlongumine), % at 10 µM; U2OS ROS induction; AID 624156, 2012; 2% of 46,000 active; in the data active means ROS induction above about 79%, passing the limit was not always enough;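 further: 0% = DMSO vehicle median and 100% = reference compound median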
The depositor's hits bear a star; & = joins results of further samples. An excerpt; the hit share may differ from the screen's.

The first five compounds, ahead of the listing:
SMILES	ROS inducer
COc1ccc(C(=O)O[C@H]2CC[C@@]3(C)[C@@H]4CC[C@H]5[C@]6(O)C[C@H](O)[C@@]7(O)[C@@H](CN8C[C@@H](C)CC[C@H]8[C@@]7(C)O)[C@]6(O)C[C@@]53O[C@]24O)cc1OC	-1.9
C[C@@H]1CCOC(=O)C=CC=CC(=O)O[C@@H]2C[C@H]3O[C@@H]4C=C(CO)CC[C@]4(COC(=O)[C@H]1O)[C@]2(C)[C@]31CO1	3.1
Cc1c(C(=O)c2cccc3ccccc23)c2cccc3c2n1[C@H](CN1CCOCC1)CO3	-10.1
O=C(O)C1C2CC3CC(C2)CC1(n1ncc(N2CCOCC2)c(Cl)c1=O)C3 (stereo unspecified)	-15.5
N#CC(O[C@@H]1O[C@H](CO[C@@H]2O[C@H](CO)[C@@H](O)[C@H](O)[C@H]2O)[C@@H](O)[C@H](O)[C@H]1O)c1ccccc1 (stereo partly specified)	1.2

This part in full, repeating the preview:
SMILES	ROS inducer
COc1ccc(C(=O)O[C@H]2CC[C@@]3(C)[C@@H]4CC[C@H]5[C@]6(O)C[C@H](O)[C@@]7(O)[C@@H](CN8C[C@@H](C)CC[C@H]8[C@@]7(C)O)[C@]6(O)C[C@@]53O[C@]24O)cc1OC	-1.9
C[C@@H]1CCOC(=O)C=CC=CC(=O)O[C@@H]2C[C@H]3O[C@@H]4C=C(CO)CC[C@]4(COC(=O)[C@H]1O)[C@]2(C)[C@]31CO1	3.1
Cc1c(C(=O)c2cccc3ccccc23)c2cccc3c2n1[C@H](CN1CCOCC1)CO3	-10.1
O=C(O)C1C2CC3CC(C2)CC1(n1ncc(N2CCOCC2)c(Cl)c1=O)C3 (stereo unspecified)	-15.5
N#CC(O[C@@H]1O[C@H](CO[C@@H]2O[C@H](CO)[C@@H](O)[C@H](O)[C@H]2O)[C@@H](O)[C@H](O)[C@H]1O)c1ccccc1 (stereo partly specified)	1.2
CC(O)CNCCNc1ccc([N+](=O)[O-])c2cccnc12 (stereo unspecified)	17.1
C[C@@H]1O[C@@H](O[C@H]2C[C@@H](O)[C@]3(CO)C4C(CC[C@]3(O)C2)[C@@]2(O)CC[C@H](C3=CC(=O)OC3)[C@@]2(C)C[C@H]4O)[C@H](O)[C@H](O)[C@H]1O (stereo partly specified)	-1.6
C[C@]12CCC(=O)C=C1CC[C@@H]1[C@@H]2C(=O)C[C@]2(C)C(=O)CC[C@@H]12	-5.0
CC1(C)CC(=O)C2=C(C1)OC(N)=C(C(=O)OC(C)(C)C)C21C(=O)Nc2ccccc21 (stereo unspecified)	9.5
CC1(C)CC(=O)c2cc(OCC(=O)N3CCN(Cc4ccccc4)CC3)ccc2O1	-6.0
Fc1ccc(C(OCCN2CCN(CCCc3ccccc3)CC2)c2ccc(F)cc2)cc1	1.5&49.5
Cc1nc(-c2ccccc2)nc(OC(=O)N(C)C)c1Oc1ccc(Cl)cc1Cl	26.2
CCC(C)[C@H]1O[C@]2(C=C[C@@H]1C)C[C@@H]1C[C@@H](C/C=C(\C)[C@@H](OC3C[C@H](OC)C(O[C@H]4C[C@H](OC)[C@@H](O)[C@H](C)O4)[C@H](C)O3)[C@@H](C)/C=C/C=C3\CO[C@@H]4[C@H](O)C(C)=C[C@@H](C(=O)O1)[C@]34O)O2 (stereo partly specified)	36.1
O=c1cccc2n1CC1CNCC2C1 (stereo unspecified)	-7.5
COc1ccc([C@H]2Oc3c(I)c(OC)cc(OC)c3C[C@@H]2O)cc1OC	-4.6
Cn1cc(C(=O)C(=O)N[C@H]2CN3CCC2CC3)c2ccccc21	3.4
COC1=CC(=O)O[C@@H](CCc2ccc3c(c2)OCO3)C1	-7.9
C[C@H]1CC[C@@H]2[C@@H](C)[C@H]3[C@H](C[C@H]4[C@@H]5CC=C6C[C@@H](O[C@@H]7O[C@H](CO)[C@H](O)[C@H](O[C@@H]8O[C@H](CO)[C@@H](O)[C@H](O)[C@H]8O)[C@H]7O[C@@H]7O[C@@H](C)[C@H](O)[C@@H](O)[C@H]7O)CC[C@]6(C)[C@H]5CC[C@]34C)N2C1	24.1
CC1(C)C(C(=O)Nc2ccccc2C(F)(F)F)C1(C)C	-0.5
COc1ccc2c(c1OC)C(=O)O[C@H]2[C@H]1c2cc3c(cc2CCN1C)OCO3	7.1
C[C@@H](CO)NC(=O)C1C=C2c3cccc4[nH]cc(c34)C[C@H]2N(C)C1 (stereo partly specified)	-9.3
Cc1cc(OCc2c(F)cccc2Cl)c2c3c(c(=O)oc2c1)CCCC3	-3.4
O=C(CNC(=O)c1cccc(Cl)c1)Nc1ccc(Br)cc1C(=O)c1ccccc1	-0.3
C/C1=C/C(=O)O[C@@H]2C[C@@H](CC[C@H](C)/C=C\CC1)O[C@@](O)([C@@H]1CSC(=O)N1)C2	13.1
CN1C(CC(O)c2ccccc2)CCCC1CC(O)c1ccccc1 (stereo unspecified)	0.4

(continued)
SMILES	ROS inducer
CO[C@H]1[C@@H](O)[C@@H](C)O[C@@H](O[C@@H]2C=C3C(OC(C)=O)CC4(O)C(CC[C@]5(C)[C@@H](C6=CC(=O)OC6)CC[C@]45O)[C@@]3(C)CC2)[C@@H]1O (stereo partly specified)	7.2
COC1=C[C@@H]2C3=C([C@@H]2C1=O)[C@@H](NC(C)=O)CCc1cc(OC)c(OC)c(OC)c13	3.5
N#CC(CCN1CCN(c2ccccc2)CC1)(c1ccccc1)c1ccccc1	27.3
O=C(Cn1cc(C(=O)c2ccccc2)c2ccccc21)NCC1CCCO1 (stereo unspecified)	15.7
N[C@@H](Cc1ccc(N(CCCl)CCCl)cc1)C(=O)O	52.7
COc1cc2occc2c2oc(=O)ccc12	-3.2
CCC1(CC)C(=O)C=CNC1=O	-5.4
NNCc1cccc(O)c1	0.0
C[C@]12CCC(=O)C=C1CCC1C2CC[C@@]2(C)C1CC[C@@H]2O (stereo partly specified)	9.4
CN[C@@H](C)[C@@H](O)c1ccccc1	3.7
CCOc1ccc(CN(CCc2ccc3c(c2)OCO3)Cc2ccccc2)cc1	12.5
C[C@@H]1CN([C@H](C)CO)C(=O)CCCn2nncc2CO[C@@H]1CN(C)C(=O)Oc1ccccc1	2.6
Cc1cccc(NC(=O)Cn2cc(C(=O)c3ccccc3)c3ccccc32)c1C	11.6
C=C(CO)C(=O)O[C@H]1CC(=C)[C@@H]2C[C@H](O)C(=C)[C@@H]2[C@H]2OC(=O)C(=C)[C@@H]21	96.1*
OC(c1ccccc1)(c1ccccc1)C1CCNCC1	-7.0
CC1=C[C@H]2[C@]3(O)[C@H](C)[C@@H](O)[C@@]4(O)[C@H]([C@@H]3C=C(CO)C[C@]2(O)C1=O)C4(C)C	8.0
CO[C@H]1[C@H](O)[C@H](O[C@H]2CC[C@]3(C)C4CC[C@]5(C)C(C6=CC(=O)OC6)CC[C@]5(O)C4CC[C@@H]3C2)O[C@@H](C)[C@@H]1O (stereo partly specified)	-12.7
Nc1ccc(Sc2ccc(N)cc2)cc1	-13.6
Oc1ccc2c3c1OC1[C@@H](O)CC[C@@]4(O)[C@@H](C2)N(CC2CCC2)CC[C@]314 (stereo partly specified)	-10.7
COc1cc2c(cc1OC)[C@@]13CCN4CC5=CCO[C@H]6CC(=O)N2[C@H]1[C@H]6[C@H]5C[C@H]43	-1.9
CC(C)NCC(O)c1ccc(N)c(C#N)c1 (stereo unspecified)	-4.4
CC1(C)C(C(=O)Nc2nccs2)C1(C)C	-4.2
CCCCCCCCCCCCCC(=O)O[C@@H]1[C@@H](C)[C@@]2(O)[C@@H](C=C(CO)C[C@]3(O)C(=O)C(C)=C[C@@H]23)[C@@H]2C(C)(C)[C@]12OC(C)=O	-5.5
CN(Cc1ccccc1)C(=O)CN1CCCC1=O	0.6
COc1cc2ccc(=O)oc2c2ccoc12	35.3

A different layout for part of the listing above.
| compound | ROS inducer |
| --- | --- |
| N#CC(CCN1CCN(c2ccccc2)CC1)(c1ccccc1)c1ccccc1 | 27.3 |
| O=C(Cn1cc(C(=O)c2ccccc2)c2ccccc21)NCC1CCCO1 (stereo unspecified) | 15.7 |

Next records
SMILES	ROS inducer
CN1CC(C(=O)N[C@]2(C)O[C@@]3(O)[C@@H]4CCCN4C(=O)[C@H](Cc4ccccc4)N3C2=O)C=C2c3cccc4[nH]cc(c34)C[C@H]21 (stereo partly specified)	13.9
C=C[C@@H]1C2=CCOC(=O)C2=CO[C@H]1O[C@@H]1O[C@H](CO)[C@@H](O)[C@H](O)[C@H]1O	3.4
N#CC(c1ccccc1)c1ccccc1	-19.5
COc1ccc(OC)c(NC(=S)NCCc2cnc[nH]2)c1	-17.4
CCNC(=S)N1CCn2cccc2C1c1cccnc1 (stereo unspecified)	2.3
Cc1cc(O)cc2oc(=O)c3c(O)cc(O)cc3c12	11.7
CCC1C(c2ccccc2)NC(c2ccccc2)CC1(O)c1ccc(F)cc1 (stereo unspecified)	13.9
Cc1c(O)c(C(=O)O)c(O)c2c1[C@H](C)[C@@H](C)OC2=O	13.9
CC(=O)OC[C@]12CCC(C)=C[C@H]1O[C@@H]1[C@H](O)[C@@H](OC(C)=O)[C@@]2(C)[C@]12CO2	1.9
c1ccc(CCCN2CCN(CCOC(c3ccccc3)c3ccccc3)CC2)cc1	23.4
O=C(O)COc1ccc(Cl)cc1Cl	-1.0
CSc1nc(-c2ccc(Cl)cc2)nn1C(=O)N(C)C	-9.0
O=c1cccc2n1C[C@H]1CNCC2C1	-2.7
Cc1[nH]c2ccccc2c1CCN	6.5
CN(C)C(=O)Oc1cc(OC(=O)N(C)C)cc(C(O)CNC(C)(C)C)c1 (stereo unspecified)	-3.4
COC(=O)C1=CCCN(C)C1	2.2
CC1=C2C[C@H]3[C@@H](CC=C4C[C@@H](O)CC[C@@]43C)[C@@H]2CC[C@]12O[C@@H]1C[C@H](C)CN[C@H]1[C@H]2C	-5.7
CN1CCC2=C[C@H](O)[C@H]3OC(=O)c4cc5c(cc4[C@H]3[C@@H]21)OCO5	-10.1
O=C(CCCN1CCC2(CC1)C(=O)N(Cc1cccc(F)c1)CN2c1ccccc1)c1ccc(F)cc1	44.0
CCCCN1CCC(C#N)(Nc2ccccc2)CC1	1.7
COc1ccc2c3c([nH]c2c1)C(C)=NCC3	21.1&2.4
CC1(C)COC(Nc2cccc(Cl)c2)=N1	7.0
CCOC(=O)C1=C(CN2CC=C(c3ccccc3)CC2)NC(=O)NC1c1ccc(OC)cc1 (stereo unspecified)	-0.7
CN1C[C@@H](NS(=O)(=O)N(C)C)C[C@@H]2c3cccc4c3c(cn4C)C[C@H]21	14.1
O=C(O)COc1cc(Cl)c(Cl)cc1Cl	0.5

Five compounds picked at random from those above:
SMILES	ROS inducer
O=C(O)COc1ccc(Cl)cc1Cl	-1.0
CSc1nc(-c2ccc(Cl)cc2)nn1C(=O)N(C)C	-9.0
CCCCN1CCC(C#N)(Nc2ccccc2)CC1	1.7
CC1(C)COC(Nc2cccc(Cl)c2)=N1	7.0
Cc1[nH]c2ccccc2c1CCN	6.5

Remaining list, next part
SMILES	ROS inducer
CC(C)=CC1C(C(=O)OCc2cccc(Oc3ccccc3)c2)C1(C)C (stereo unspecified)	1.5
C[C@H]1CN([C@@H](C)CO)C(=O)CCCn2nncc2CO[C@@H]1CN(C)C(=O)Oc1ccccc1	49.3
C=C(C)C1Cc2c(ccc3c(=O)c4c(oc23)COc2cc(OC)c(OC)cc2-4)O1 (stereo unspecified)	0.7
CC(C)(C)C(=O)c1cn(CC(=O)NCc2ccco2)c2ccccc12	-3.7
COc1cc(O)c(C(=O)O)c(-c2cc(O)c(O)cc2C)c1	-9.2
O=C(CCN1CCOCC1)NC=Nc1cccnc1	-17.7
COc1cc([C@@H]2c3cc4c(cc3[C@@H](O)C3COC(=O)C32)OCO4)cc(OC)c1O (stereo partly specified)	41.5
CCNc1nc(Cl)nc(NC(C)C)n1	-1.3
CN1C2C=C(N(C(=O)c3ccc(Cl)cc3)c3ccccc3)CC1CC2 (stereo unspecified)	-4.6
CN1[C@@H]2CC[C@H]1CC(OC(=O)C1C=Nc3ccccc31)C2 (stereo partly specified)	-1.9
Cc1ccc2c(c1)N(C(=O)CCC(=O)N1CCC3(CC1)OCCO3)CC(C)O2 (stereo unspecified)	-12.5
CC[C@H]1CN2CCC1C[C@H]2[C@H](O)c1ccnc2ccc(OC)cc12 (stereo partly specified)	-4.4
Cc1ncsc1CCCl	-3.7
N#C/C(=C\c1ccc(O)cc1)C(=O)O	-0.8
C[C@H]1CN([C@@H](C)CO)C(=O)CCCn2cc(nn2)CO[C@H]1CN(C)C(=O)Oc1cccc2ccccc12	23.4
CCCN1CCC[C@@H]2Cc3nc(N)ncc3C[C@H]21	-6.6
C=C(C)c1cc2cc(C(C)=O)c(O)cc2o1	2.1
C[C@@H](N)[C@@H](O)c1ccccc1	-11.6
O=C(O)c1nn(Cc2ccc(Cl)c(Cl)c2)c2ccccc12	10.5
CC(C)=CC1C(C(=O)OCc2coc(Cc3ccccc3)c2)C1(C)C (stereo unspecified)	-1.0
CCCN1CCc2cccc3c2[C@H]1Cc1ccc(O)c(O)c1-3	-4.6
C[C@@H]1O[C@@H](O[C@H]2[C@H](O)[C@@H](O)[C@H](O[C@@H]3C=C4CC[C@@H]5C(CC[C@]6(C)[C@@H](c7ccc(=O)oc7)CC[C@]56O)[C@@]4(C)CC3)O[C@@H]2CO)[C@H](O)[C@H](O)[C@H]1O (stereo partly specified)	60.6
CN(C)C(=O)Oc1cccc(N)c1	-2.1
C[C@H]1OC(O[C@H]2[C@@H](O)CC(O[C@H]3[C@@H](O)C[C@H](O[C@H]4CC[C@]5(C)C6CC[C@]7(C)[C@@H](C8=CC(=O)OC8)[C@@H](O)C[C@]7(O)[C@@H]6CC[C@@H]5C4)O[C@@H]3C)O[C@@H]2C)C[C@H](O)C1O (stereo partly specified)	2.5
COc1cc2c(cc1OC)[C@@]13CCN4CC5=CCOC6CC(=O)N2C1[C@H]6[C@H]5C[C@H]43 (stereo partly specified)	4.1
COc1cc2c(c(OC)c1OC)-c1cc3c(cc1[C@H](OC(C)=O)[C@H]1COC(=O)[C@@H]1C2)OCO3	50.3
CCCCC/C=C\C/C=C\C/C=C\C/C=C\CCCC(=O)NCc1ccc(O)c(OC)c1	-0.4
C=C1C(O)(c2ccccc2)C2CC[N+]1(C)CC2 (stereo unspecified)	-6.0
C[C@H](CO)N1C[C@H](C)[C@H](CN(C)C(=O)Oc2cccc3ccccc23)OCc2cn(nn2)CCCC1=O	7.1
